Vif inh – inhibitors of HIV Vif | HEK293T cells, Vif self-association by quenched fluorescence, imaging, 24 h | inhibition, % at 7.49 µM | 0.35% of 340,000 active; in the data active = inhibition above about 50%, passing the limit was not always enough; also: some results filed as inactive read as strong as hits
HIF-2a inh – blocks HIF-2a reporter activity; 0.72% of 360,000 active; AID 624352; 786-0 RCC cells HIF-2a reporter, luciferase luminescence, overnight; inhibition, % at 18.8 µM;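 active = inhibition of the luminescence signal of 40% or more relative to plate controls, in a single-dose primary screen at 18.75 µM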
Peg3 promoter – reduces Peg3 promoter-driven luciferase expression in HeLa. inhibition, % at 20 µM. AID 588405. 1.7% of 360,000 active. HeLa PEG-Prom luciferase reporter, luminescence, overnight;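 active = inhibition of at least 50% at 20 µM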
MITF TRPM1 inh – inhibitors of MITF-driven TRPM1 promoter in melanoma cells; SK-MEL-5 TRPM1 promoter luciferase, 24 h; inhibition, % at 12.5 µM; 0.83% of 330,000 active; AID 488899;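 active = mean inhibition across replicates of 60% or more, whatever share of single replicates reaches that level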; also: values of inactives mirror those of a sister screen read the other way
KKLEB tox – counter-screen for CF NF-kB inhibitors: cytotoxicity; KKLEB CF airway cells viability, ATPlite luminescence, overnight; stronger effect = lower value; cells stimulated with P. aeruginosa culture filtrate; activity change (cytotoxicity), % at 5 µM; 0.36% of 360,000 active;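 active = corrected activity change at or below -50% at 5 µM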
NR2E3 ag-1 – NR2E3 (human) agonism; GST-NR2E3/biotin-RetCOR TR-FRET, 1536-well; inhibition of corepressor binding, % at 4.78 µM; 0.12% of 320,000 active; AID 2300;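 active = percent inhibition above the cutoff of mean plus 3 SD of all tested compounds, set per screening campaign, cut at about 20% in these data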;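 also: 0% = DMSO wells and 100% = biotin wells as full block of FRET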
Target sequence (Q9Y5X4 whole entry, looked up): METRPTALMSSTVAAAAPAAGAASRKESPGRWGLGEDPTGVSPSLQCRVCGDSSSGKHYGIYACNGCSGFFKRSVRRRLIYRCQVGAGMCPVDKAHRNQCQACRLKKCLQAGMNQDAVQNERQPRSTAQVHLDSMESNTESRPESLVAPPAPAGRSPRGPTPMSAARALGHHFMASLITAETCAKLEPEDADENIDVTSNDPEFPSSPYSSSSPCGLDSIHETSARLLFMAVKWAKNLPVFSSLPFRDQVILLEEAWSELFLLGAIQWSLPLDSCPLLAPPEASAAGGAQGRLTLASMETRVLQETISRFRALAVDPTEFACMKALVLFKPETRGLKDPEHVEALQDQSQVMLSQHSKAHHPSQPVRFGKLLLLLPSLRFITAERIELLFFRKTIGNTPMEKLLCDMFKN
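Material – GST-tagged NR2E3 plus biotinylated RetCOR corepressor · Quantity – NR2E3 fusion 1.35 nM · Times – 5 h incubation at 4 °C · Medium – pH 7.5 Tris-based buffer · Technique – TR-FRET, Eu(K)-anti-GST donor, streptavidin-D2 acceptor, ex 340, em 617/671 nm · Benchmarks – high control biotin, low control 0.6% DMSO · Format – 1536-well plates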
CF NFkB inh – inhibitors of cystic fibrosis induced NF-kB | KKLEB NF-kB-GFP reporter, PAF-induced, GFP fluorescence overnight | inhibition, % at 5 µM | 0.86% of 360,000 active | AID 588850;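 active = at least 50% inhibition at 5 µM, scaled per plate between neutral and stimulator controls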;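 also: PAF is a Pseudomonas aeruginosa culture filtrate used as stimulus; plate controls were PAF-stimulated DMSO wells for no effect and unstimulated DMSO wells for full effect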
NR2E3 ag-2 – activates human NR2E3 receptor; Q9Y5X4; CHO-S Gal4-NCOR/VP16-NR2E3 two-hybrid, luciferase; inhibition of corepressor binding, % at 3.98 µM; 0.35% of 360,000 active; AID 602229;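 active = inhibition above the mean of all tested compounds plus 3 SD, cut at about 70% in these data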;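 also: 0% = DMSO with NR2E3 transfected cells and 100% = cells lacking NR2E3 construct; higher means lower luciferase signal from less NR2E3 corepressor binding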
PDI turbidity – blocks human protein disulfide isomerase activity | P07237 | PDI insulin aggregation turbidity, A650, 90 min | inhibition, % at 10 µM | 0.052% of 350,000 active | AID 588391;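 active = mean inhibition across replicates of 30% or more, whatever share of single replicates reach that level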;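 also: absorbance from insulin aggregation driven by PDI reduction with DTT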
Target sequence (P07237 whole entry, looked up): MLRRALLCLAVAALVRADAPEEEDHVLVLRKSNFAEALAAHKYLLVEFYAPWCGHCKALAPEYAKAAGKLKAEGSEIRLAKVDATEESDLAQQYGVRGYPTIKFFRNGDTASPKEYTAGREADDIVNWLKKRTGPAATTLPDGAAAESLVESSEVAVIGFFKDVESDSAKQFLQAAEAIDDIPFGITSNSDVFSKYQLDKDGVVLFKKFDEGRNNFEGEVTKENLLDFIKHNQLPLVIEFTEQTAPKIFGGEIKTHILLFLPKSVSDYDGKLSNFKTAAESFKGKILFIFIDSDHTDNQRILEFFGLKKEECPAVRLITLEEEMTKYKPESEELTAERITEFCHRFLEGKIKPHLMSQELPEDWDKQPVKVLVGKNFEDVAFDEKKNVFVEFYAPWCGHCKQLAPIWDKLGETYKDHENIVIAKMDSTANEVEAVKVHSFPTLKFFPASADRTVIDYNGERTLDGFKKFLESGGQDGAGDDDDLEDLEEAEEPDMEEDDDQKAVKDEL
CaV13 ICDI inh – Primary screen for inhibitors of IQ motif and Ca2+-dependent inactivation inhibitor domain binding in CACNA1D, Förster resonance energy transfer in living cells, …; AID 743397; HEK cells, CFP/YFP FRET ICDI-IQ, plate reader, 10 min; percent FRET-ratio fall versus neutral wells; inhibition, % at 12.3 µM; 0.098% of 340,000 active;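 active = mean replicate inhibition of at least 30% and at least 1% of replicates passing that level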;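 also: 0% = median of the neutral control wells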
Shn3 3UTR inh – Schnurri-3 reporter inhibition in Clone20 osteoblasts; Clone20 osteoblast Shn3 3'UTR firefly luciferase, 24 h; 0.52% of 360,000 active; AID 588674; inhibition, % at 12.5 µM;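 active = mean inhibition of at least 75% with every replicate also reaching 75%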;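 also: 0% = median of neutral control wells and 100% = pilot-screen positive control compound; some compounds past the cut are filed as inactive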
* = called active by the depositor; x = not tested or not shown.

SMILES | Vif inh | HIF-2a inh | Peg3 promoter | MITF TRPM1 inh | KKLEB tox | NR2E3 ag-1 | CF NFkB inh | NR2E3 ag-2 | PDI turbidity | CaV13 ICDI inh | Shn3 3UTR inh
COc1ccc(C2(C(=O)NCCN3CCOCC3)CCOCC2)cc1 | -2 | 5 | 8 | 13 | -8 | 0 | 1 | 11 | -6 | -4 | -6
CSC1=C(C#N)C(c2ccccc2C)C(C#N)=C(N)N1 (configuration not stated) | -12 | 9 | 13 | 3 | -19 | 0 | 5 | -5 | 11 | -7 | -3
Cc1ccc(CNC(=O)CS(=O)Cc2nc(-c3ccccc3Cl)oc2C)cc1 (configuration not stated) | -5 | -3 | -3 | 4 | 1 | 0 | -6 | -1 | 7 | -2 | -13
CN(C)c1cnn(-c2ccccc2)c(=O)c1Cl | -4 | -115 | -68 | -36 | 9 | 0 | -5 | -41 | -2 | -2 | -6
CC(=O)c1ccc(N2CCN(S(=O)(=O)c3ccc4c(c3)CCC(=O)N4)CC2)cc1 | -3 | 1 | -3 | x | -1 | x | -10 | 18 | 2 | -10 | 23
COc1cc(OC)c(C(=O)OCC(=O)Nc2ccc(S(=O)(=O)N3CCOCC3)cc2)cc1OC | 7 | 8 | 10 | 6 | -12 | x | 7 | -5 | -4 | -10 | -1
O=C(CN1C(=O)NC2(CCc3ccccc32)C1=O)Nc1ccc(Cl)cc1F (configuration not stated) | 24 | 19 | 16 | x | -6 | x | 1 | -27 | 6 | -13 | -6
Cc1nc(SCC(=O)N2CCN(C(=O)c3cccs3)CC2)c2c(C)c(C)sc2n1 | -7 | -1 | 12 | 2 | 5 | x | -25 | -17 | 0 | -6 | 31
COc1cc2cc(CN(CCc3ccccc3C)C(=S)NCCCN3CCOCC3)c(=O)[nH]c2cc1OC | 0 | 18 | 16 | -10 | -8 | 3 | 6 | -18 | 7 | -6 | 3
Cc1cc(NC(=O)COC(=O)c2ccc(S(=O)(=O)C(F)F)cc2)n(-c2ccccc2)n1 | 0 | 9 | 6 | -13 | -14 | -1 | 22 | -12 | 6 | -6 | -1
O=C(Nc1ccc2nc(-c3cccnc3)[nH]c2c1)c1ccccc1F | 2 | -61 | -65 | -25 | 6 | 0 | -21 | -12 | 4 | -4 | -9
CN(Cc1cnn(-c2ccccc2)c1)C(=O)c1cccc(S(=O)(=O)Nc2ccccc2F)c1 | 7 | 2 | 5 | x | 16 | x | -18 | -10 | 15 | -6 | -10
O=C(C(c1ccccc1)c1ccccc1)N1CCN(c2ccccn2)CC1 | -7 | 12 | 14 | 4 | -4 | 4 | 12 | -10 | -4 | -1 | 13
O=C(O)/C=C\C(=O)Nc1ccc(N2CCN(c3ccc(Cl)cc3)CC2)cc1 | 8 | 9 | -3 | -3 | -5 | 1 | -2 | -29 | 1 | -4 | 18
N#Cc1c(N)sc2c1CCN(CCc1ccccc1)C2 | 1 | 6 | 8 | -3 | -5 | 5 | 10 | -1 | -1 | -3 | 10
CCc1cccc(NC(=O)CN(C)S(=O)(=O)c2cccc3nsnc23)c1 | 1 | 17 | 10 | 6 | 5 | -1 | 3 | 1 | -2 | -5 | 10
CC(=O)N/C(=C\c1ccccc1)C(=O)Nc1ccc(O)cc1 | -4 | -20 | -82 | -19 | -9 | -1 | 2 | -20 | -1 | -1 | 1
CC1=C(C(=O)OC2CCCCC2)C(c2ccc(C)o2)C2=C(CC(C)(C)CC2=O)N1 (configuration not stated) | -15 | -9 | 18 | 5 | 3 | 2 | 3 | -13 | -1 | -4 | 0
O=C(NC1CCCCC1)c1cc(Cl)nc2ccccc12 | 3 | 7 | 15 | 0 | 9 | 3 | -4 | -10 | -5 | -6 | 9
Cc1cc(S(=O)(=O)N2CCOCC2)ccc1OCC(=O)NCc1ccccn1 | -3 | 10 | 6 | 4 | -6 | -1 | 8 | -19 | -5 | -3 | -16
O=C(Nc1ccc2c(c1)OCCO2)C1CCN(C(=O)c2ccc(F)cc2)CC1 | x | -211 | -142 | -53 | 3 | 2 | 8 | -54 | 0 | x | -41
O=C(NNC(=S)Nc1ccc(Cl)cc1Cl)C1CC1 | -5 | -70 | -31 | -9 | 0 | -4 | 4 | -9 | 17 | -5 | -5
CCN(Cc1ccccc1)Cc1nnnn1Cc1ccccc1 | -3 | 9 | -1 | 9 | -16 | 0 | 10 | -6 | 3 | -5 | 4
COc1ccc(N2CCN(C(=O)c3nc4nc(C)cc(C)n4n3)CC2)cc1 | 2 | 15 | 20 | -4 | -18 | -1 | 3 | -10 | -3 | 4 | -13
Cc1ccc(NC(=O)C(c2ccc(Cl)cc2)N2CCOCC2)cc1 (configuration not stated) | -5 | -6 | -5 | 13 | 2 | -1 | 3 | -9 | 0 | 0 | -39
CCN1CCN(CC(O)COCc2ccccc2)CC1 (configuration not stated) | -27 | 15 | -1 | -4 | -4 | 3 | 6 | -2 | -3 | -5 | -2
O=C(O)C(Cc1ccccc1-c1ccccc1)C(=O)O | 0 | 11 | 6 | 2 | 2 | -1 | -2 | -17 | 4 | -4 | 18
CCC(C)(C)n1nnnc1CN1CCC(c2nc3ccc(C)cc3[nH]2)CC1 | -2 | -22 | 23 | 21 | 8 | 3 | -2 | -5 | -1 | -8 | 12
COc1ccc(CN(C)C[C@H]2Oc3c(NC(=O)Nc4ccccc4)cccc3C(=O)N([C@H](C)CO)C[C@@H]2C)cc1 | 0 | 2 | 11 | 6 | 6 | x | -6 | -32 | 0 | -11 | -37
Cn1nc(C(=O)N2CCN(c3ccc(Cl)cc3)CC2)c2c1-c1ccccc1S(=O)(=O)C2 | -10 | 10 | 5 | 7 | -1 | 1 | -5 | -9 | 1 | -3 | -3
Cc1cccc(C(=O)NNC(=O)CN2C(=O)c3ccccc3C2=O)c1 | 1 | 15 | 7 | 1 | 4 | 4 | 13 | -10 | 12 | 6 | -13
CCn1ncc(C2=NOC(C(=O)N3CCC(C(N)=O)CC3)C2)c1C (configuration not stated) | 12 | 6 | 12 | -14 | 0 | 0 | 13 | -2 | -4 | -3 | 4
CCOC(=O)c1c(C)n(CC(O)c2ccccc2)c2ccc(O)cc12 (configuration not stated) | -7 | 17 | 8 | 3 | -7 | -1 | 12 | -18 | 0 | -5 | -1
CCOC(=O)Cc1cc(=O)[nH]c(Nc2nc3ccccc3o2)n1 | -4 | -95 | -58 | -15 | 10 | 5 | 4 | -47 | 2 | -8 | -12
CC1(C)CC(=O)C2=C(C1)NC1=C(C(=O)c3ccccc31)C2c1ccc(O)cc1 (configuration not stated) | 4 | 44* | 14 | -7 | -8 | -5 | 3 | -3 | 0 | -5 | 17
COc1ccccc1CCN1C(=S)NC(C)(C)CC1(C)O (configuration not stated) | -4 | -19 | -10 | -7 | 4 | -2 | 11 | -2 | 21 | x | 7
Cc1cc(Cl)ccc1OCC(=O)NNC(=O)c1cccnc1 | -3 | -26 | -1 | 2 | 23 | 2 | -14 | -7 | -13 | -8 | -3
O=C1NC(C(=O)O)=CC(c2ccc([N+](=O)[O-])cc2)N1 (configuration not stated) | 1 | 6 | 14 | -6 | 1 | 4 | 0 | 6 | 0 | -5 | 14
Cc1ccccc1N(CC(=O)NC1CCCCC1)C(=O)c1csnn1 | 20 | 19 | 18 | 1 | 2 | -1 | -9 | -15 | 6 | -7 | -7

A few values from the list.
Vif inh result of CCn1ncc(C2=NOC(C(=O)N3CCC(C(N)=O)CC3)C2)c1C (configuration not stated) : 12
PDI turbidity result of CCOC(=O)c1c(C)n(CC(O)c2ccccc2)c2ccc(O)cc12 (configuration not stated) : 0

Grouped by structure: the compounds so far with fluorine
SMILES | Vif inh | HIF-2a inh | Peg3 promoter | MITF TRPM1 inh | KKLEB tox | NR2E3 ag-1 | CF NFkB inh | NR2E3 ag-2 | PDI turbidity | CaV13 ICDI inh | Shn3 3UTR inh
O=C(CN1C(=O)NC2(CCc3ccccc32)C1=O)Nc1ccc(Cl)cc1F (configuration not stated) | 24 | 19 | 16 | x | -6 | x | 1 | -27 | 6 | -13 | -6
Cc1cc(NC(=O)COC(=O)c2ccc(S(=O)(=O)C(F)F)cc2)n(-c2ccccc2)n1 | 0 | 9 | 6 | -13 | -14 | -1 | 22 | -12 | 6 | -6 | -1
O=C(Nc1ccc2nc(-c3cccnc3)[nH]c2c1)c1ccccc1F | 2 | -61 | -65 | -25 | 6 | 0 | -21 | -12 | 4 | -4 | -9
CN(Cc1cnn(-c2ccccc2)c1)C(=O)c1cccc(S(=O)(=O)Nc2ccccc2F)c1 | 7 | 2 | 5 | x | 16 | x | -18 | -10 | 15 | -6 | -10
O=C(Nc1ccc2c(c1)OCCO2)C1CCN(C(=O)c2ccc(F)cc2)CC1 | x | -211 | -142 | -53 | 3 | 2 | 8 | -54 | 0 | x | -41

Screening results: PubChem BioAssay, several laboratories
